# CRE-bla Fsk: alters forskolin-stimulated CRE reporter signaling in CHO cells. CHO CRE-bla reporter (cAMP response element driving beta-lactamase), forskolin EC10, beta-lactamase ratio. Potency, µM (doses to about 38.2 µM), without a hit: at the highest dose activity change, negative = inhibition, most hits filed as activators. 2.5% of 71,000 active; active means well fitted activation curve with a large enough effect in the signal ratio, with a control signal flat, not every such curve was filed as active; inconclusive means small, poorly fitted or top-dose-only effect, or effect the other way, or a change in a side signal; the % refers to the signal ratio; further: potency means the concentration at half of the fitted maximal effect; % of control where 0% means no effect
#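 CRE-bla CHO reporter cells treated with compound titration plus EC10 NKH 477 (water-soluble forskolin), incubated 3 h at 37 °C; CCF4 loading 2 h at room temperature, 460/530 nm emission ratio read, AC50 values derived for positive or negative modulators.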
# USP2a inhib: inhibitors of human ubiquitin-specific protease USP2a; Potency, µM (top dose mostly 38.3 µM), for inactives: at the top dose activity change, negative = inhibition, most hits filed as inhibitors; AID 927; 0.1% of 60,000 active; O75604; USP2a enzymatic assay, qHTS inhibition;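 further: potency means the concentration at half of the fitted maximal effect; nearly all actives have a fitted effect of over 60% in size; plate controls were DMSO for no effect and NEM full inhibition control for full effect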
#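 20 nM USP2 core + cpd, 30 min RT; add 20 nM Ub-PLA2/20 uM NBD C6-HPC; read Ex460/Em535 at 0 h and 2.5 h. Normalized to NEM; qHTS curve fit/classification.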
# BRCT PPI green: inhibitors of human BRCA1 BRCT-phosphoprotein interaction (green fluorophore) | BRCA1 BRCT-phosphopeptide binding, green fluorescence polarization | Potency, µM (series often up to 76.9 µM), for the others: at the top dose activity change, negative = inhibition, hits mostly inhibitors | P38398 | AID 875 | 0.05% of 75,000 active;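 further: potency means the concentration at half of the fitted maximal effect; plate controls were peptide without protein for full effect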
#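 Compounds were incubated for 12 min at room temperature with a complex of 100 nM fluorescein-tagged pBACH1 decapeptide and 250 nM His-tagged BRCT protein. Buffer was phosphate pH 7.3 with EDTA, DTT and Tween 20. Disruption of binding lowers the polarization signal.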
# ERK AVP inh: inhibitors of vasopressin-stimulated ERK signaling pathway; Potency, µM (top dose mostly 57.5 µM), without a hit: top-dose activity, negative = inhibition, usual class: inhibitors; AID 995; 0.99% of 72,000 active; HEK293-V1b, vasopressin-stimulated pERK AlphaScreen; further: potency means the concentration at half of the fitted maximal effect; on the % scale 0 is the no-effect control and ±100 the full control effect; nearly all actives have a fitted effect of over 55% in size
#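 HEK293 cells stably expressing V1b receptor, preincubated 30 min at 37 °C with compound, then stimulated 5 min with 25 nM vasopressin. Phospho-ERK by AlphaScreen SureFire after 5 h RT; normalized to DMSO and vasopressin; AC50 by Hill fit.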
# Casp7 inh: caspase-7 (human) inhibition, allosteric or competitive; P55210; recombinant caspase-7, Ac-DEVD-AFC fluorescence rate; Potency, µM (titrated, usually from 57.5 µM), inactives show at the top dose activity change, negative = inhibition, usual class: inhibitors; 0.02% of 75,000 active; AID 889; active means well fitted inhibition curve with a large enough effect in the main read-out, with a control signal flat, not every such curve was filed as active; inconclusive means small, poorly fitted or top-dose-only effect, or a change in a side signal; further: potency means the concentration at half of the fitted maximal effect; % of control where 0% means no effect
# Target sequence (P55210 24-198 limits assumed): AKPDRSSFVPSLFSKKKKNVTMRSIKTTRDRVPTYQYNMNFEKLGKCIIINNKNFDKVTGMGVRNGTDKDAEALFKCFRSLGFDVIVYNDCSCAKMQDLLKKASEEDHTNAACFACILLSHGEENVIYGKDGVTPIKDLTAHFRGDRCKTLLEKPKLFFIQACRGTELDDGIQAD
# Target sequence (P55210 207-303 limits assumed): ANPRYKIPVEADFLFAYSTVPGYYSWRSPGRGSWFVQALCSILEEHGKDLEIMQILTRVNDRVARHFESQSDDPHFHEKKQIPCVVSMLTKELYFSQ
# Tau filament bind: tau filament binding. P10636. recombinant tau filaments, thioflavin S fluorescence, 15 h; filaments grown with octadecylsulfate alongside compound. Potency, µM (titrated, usually from 57.1 µM), for the others: at the highest dose activity change, negative = inhibition. 2% of 71,000 active;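 further: potency means the concentration at half of the fitted maximal effect; on the % scale 0 is the no-effect control and ±100 the full control effect; actives lower thioflavin S fluorescence by blocking filaments or displacing dye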
#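 Thioflavine S fluorescence (ex 450, em 510 nm) reports filaments formed from 1 uM human tau plus 30 uM ODS over 15 h at 37 C (10 mM HEPES pH 7.4, 100 mM NaCl, 5 mM DTT); compounds displacing dye or blocking filaments lower signal.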
# BRCT inh red: BRCT-phosphoprotein interaction inhibition (red fluorophore). P38398. BRCT-phosphopeptide binding, red fluorescence polarization. Potency, µM (series often up to 76.9 µM), without a hit: at the top dose activity change, negative = inhibition, most hits filed as inhibitors. 0.03% of 75,000 active; further: on the % scale 0 is the no-effect control and ±100 the full control effect
#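 Fluorescence polarization: 100 nM His-tagged BRCA1 BRCT with 100 nM TAMRA-labelled phospho-BACH1 decapeptide, phosphate buffer pH 7.3 with 150 mM NaCl, DTT, 0.01% Tween 20; 12 min RT. Binding inhibition seen as FP decrease.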
# Caspase-1 inhib: caspase-1 (human) inhibition, allosteric or competitive. AID 900. Caspase-1 enzyme, Ac-WEHD-AFC fluorogenic rate. 0.03% of 75,000 active. Potency, µM (series often up to 57.5 µM), without a hit: at the highest dose activity change, negative = inhibition, usual class: inhibitors. P29466;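 further: potency means the concentration at half of the fitted maximal effect; plate controls were vehicle for no effect and no substrate for full effect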
# HEK293 cAMP ctrl: counter-screen for TSHR agonists: cAMP increase in parental HEK293; AID 938; Potency, µM (top dose mostly 57.1 µM), inactives show at the top dose activation, usual class: activators; parental HEK293 CNG cAMP sensor, membrane potential fluorescence; 2.5% of 73,000 active; further: potency means the concentration at half of the fitted maximal effect; % of control where 0% means no effect; nearly all actives have a fitted effect of over 55% in size
#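 Parental HEK 293 cells stably expressing a modified CNG channel (no TSHR) report cAMP rise as membrane depolarization. Membrane potential dye with 100 uM RO 20-1724 was loaded for 60 min at room temperature, then compound added for 30 min; fluorescence read at 590 nm.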
# FLuc inh: blocks Photinus pyralis firefly luciferase activity; purified firefly luciferase, luminescence, 8 min; Potency, µM (doses to about 57.1 µM), inactives show top-dose activity change, negative = inhibition, actives largely listed as inhibitors; 2.2% of 72,000 active; further: potency means the concentration at half of the fitted maximal effect; on the % scale 0 is the no-effect control and ±100 the full control effect; nearly all actives have a fitted effect of over 40% in size
# Target sequence (P08659 whole entry, looked up): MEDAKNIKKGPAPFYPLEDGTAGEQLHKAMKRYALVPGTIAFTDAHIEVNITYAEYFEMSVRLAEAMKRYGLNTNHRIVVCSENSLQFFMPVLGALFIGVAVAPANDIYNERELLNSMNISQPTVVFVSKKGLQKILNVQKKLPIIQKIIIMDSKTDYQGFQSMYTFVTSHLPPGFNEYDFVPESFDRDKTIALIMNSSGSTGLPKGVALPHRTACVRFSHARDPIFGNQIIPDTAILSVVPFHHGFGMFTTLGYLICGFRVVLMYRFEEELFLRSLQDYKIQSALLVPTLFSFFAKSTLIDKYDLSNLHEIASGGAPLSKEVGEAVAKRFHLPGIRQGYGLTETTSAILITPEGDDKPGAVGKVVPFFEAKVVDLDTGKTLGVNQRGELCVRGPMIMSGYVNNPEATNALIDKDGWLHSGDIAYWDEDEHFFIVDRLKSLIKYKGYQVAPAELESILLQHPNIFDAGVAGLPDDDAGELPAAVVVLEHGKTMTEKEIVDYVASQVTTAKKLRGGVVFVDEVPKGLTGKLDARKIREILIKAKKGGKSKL
#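 Titration-based qHTS; buffer 50 mM imidazole pH 7.2, 50 mM KCl, 7 mM MgCl2, 10 uM ATP, 0.01% Tween 20, 0.05% BSA; luciferase/luciferin detector mix added after compound; 8 min, ambient; luminescence.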
# A350 fluor: A350 region autofluorescence | Compound autofluorescence, 340/450 nm, Alexa 350 dye-equivalents; hits give high values | max dye-equivalent concentration, M | 11% of 59,000 active | AID 590; in the data active means max dye-equivalent concentration above about 10 nM; inconclusive means mostly about 1.1 nM to 9.6 nM
# * = called active by the depositor; i = inactive; ? = inconclusive; . = no result given; & = joins results of further samples; [ ] = another dose, or the depositor's remark. Unless noted, the call rests on the fitted dose curve; in most records, active means well fitted curve in the direction sought with a large enough effect; inconclusive means small, poorly fitted or top-dose-only effect, or another doubt; inactive means no such curve, though single readings can be large; an effect the other way counts as inactive or inconclusive.
no.	Structure	CRE-bla Fsk	USP2a inhib	BRCT PPI green	ERK AVP inh	Casp7 inh	Tau filament bind	BRCT inh red	Caspase-1 inhib	HEK293 cAMP ctrl	FLuc inh	A350 fluor
1	CC(C)(C)NC(=O)C1CC(=O)OC12CCCCC2 (stereo unspecified)	-0.8%	23.3%	-1.7%	?	-0.8%	218.0%	-1.4%	-2.1%	5.9%	-1.5%	i
2	CCCc1nnc(NC(=O)CSc2ncn[nH]2)s1	3.9%	-3.5%	-2.2%	-7.8%	1.0%	3.1%	1.3%	0.6%	10.9%	1.6%	.
3	CC(=O)N(c1ccc(N(C(C)=O)S(=O)(=O)c2cccs2)cc1)S(=O)(=O)c1cccs1	-7.9%	28.6%	-0.2%	-12.2%	-3.7%	-7.8%	0.4%	-0.2%	-2.8%	-2.1%	i
4	COc1ccc(Cl)cc1S(=O)(=O)Nc1cccc(C(=O)O)c1	-3.8%	-4.1%	-0.7%	0.6%	-0.2%	11.9%	0.4%	-1.6%	7.0%	-1.6%	i
5	CCC1=C2CC[C@H]3C(=O)N(C)C(=O)[C@H]3[C@H]2[C@@]2(C)C(=O)N(CC3CC3)C(=O)N2C1=O	.	.	-3.4%	15.9%	-0.1%	.	1.6%	-0.3%	.	.	.
6	Cc1ccc(-c2nnn(CC(=O)N(CC(=O)NCC3CCCO3)c3ccccc3)n2)o1 (stereo unspecified)	-3.8%	0.5%	-2.9%	?	-4.4%	1.9%	-2.0%	1.1%	5.7%	-2.6%	i
7	Cc1cc(C)c2[nH]c(=O)c(C(c3nnnn3CC3CCCO3)N3CCCC(C)C3)cc2c1 (stereo unspecified)	0.4%	.	1.0%	-1.6%	0.5%	-5.3%	0.0%	-0.7%	?	-1.2%	1.57e-08M*
8	COc1ccc(CCNC(=O)CNCC2CCCO2)cc1OC (stereo unspecified)	4.9%	21.3%	-2.9%	2.4%	0.2%	-7.2%	-0.1%	-0.1%	6.3%	3.8%	i
9	COc1cccc(N2CCN(Cc3cccnc3)CC2)c1	-6.9%	-2.9%	0.0%	6.9%	2.2%	2.2%	-0.6%	-2.7%	1.3%	0.2%	.
10	COc1ccc(-c2coc3cc(OC)cc(OC)c3c2=O)cc1	.	11.6%	1.3%	12.4%	-0.8%	.	0.3%	-0.6%	.	.	.
11	COCCNC(=O)c1ccc(Cl)c(Cl)c1	19.6%	-0.2%	-0.7%	3.8%	-0.6%	9.1%	-0.3%	0.1%	12.8%	2.2%	i
12	CC(C)Oc1ccc(C(=O)N(Cc2ccco2)C2CCS(=O)(=O)C2)cc1 (stereo unspecified)	-4.5%	5.3%	-2.0%	5.7%	-1.8%	3.8%	-1.1%	-1.2%	18.9%	2.9%	?
13	CC(C)C(CO)NC(=O)CC(=O)NC(CO)C(C)C (stereo unspecified)	?	5.0%[7.66 µM]	-1.5%	-1.8%	1.1%	-2.2%[11.4 µM]	1.0%	-5.0%	6.5%[11.4 µM]	2.1%	.
14	CCOC(=O)c1[nH]c(C)c(CN(Cc2ccco2)C(=O)C(F)(F)F)c1C	8.7%	-0.6%	-1.3%	-22.4%	-0.6%	22.9%	-1.7%	2.1%	5.2%	0.2%	i
15	CNCCC=C1c2ccccc2CCc2ccccc21	?	-12.3%	-1.2%[3.08 µM]	-9.3%	0.6%	?	1.3%[15.4 µM]	2.0%[11.5 µM]	?	-0.2%[25.5 µM]	i
16	O=C(CN(CCO)c1ccccc1)NC12CC3CC(CC(C3)C1)C2	13.4%	18.5%	-2.7%	-22.5%	-0.8%	-22.4%	0.8%	-2.4%	9.5%	-0.7%	i
17	COc1ccc(N2CCN(C(CNS(=O)(=O)c3cccs3)c3cccnc3)CC2)cc1 (stereo unspecified)	-15.1%	22.3%	-0.4%	6.8%	-0.9%	-33.5%	0.4%	-0.1%	-1.0%	-0.8%	i
18	COc1ccc(Br)cc1S(=O)(=O)N1CCN=C1C	1.5%	2.1%	-1.1%	-3.7%	0.1%	19.2%	-1.0%	-2.6%	-3.3%	2.4%	.
19	C=C1C2CC[C@@]3(C)C(c4ccoc4)OC(=O)C[C@@]13OC1CC(O)C(C)(C)C(CC(=O)OC)[C@@]12C (stereo partly specified)	.	5.2%&32.9%	0.6%&-0.5%[3.08 µM]	?	-2.1%&-0.3%	.	-1.3%&-1.4%	-0.3%&0.1%	.	.	.
20	O=C(Cn1cc2c(n1)CCCC2)NC1CCN(Cc2ccccc2)CC1	-3.1%	.	-0.8%	-10.4%	-0.2%	10.2%	-0.1%	-0.9%	-5.7%	2.8%	.
21	O=C(CN(CC1CCCO1)C(=O)Cn1nnc(-c2ccc(F)cc2)n1)NC1CCCCC1 (stereo unspecified)	-10.0%	.	0.8%	8.8%	2.3%	-6.2%	-1.9%	-1.2%	12.9%	3.2%	i
22	CCn1cc(C(=O)NCCCN2CCC(C)CC2)c2cc(OC)c(OC)cc2c1=O	?	.	-2.4%	.	1.3%	11.7%	-1.3%	-3.1%	4.6%	2.3%	.
23	Nc1nc(-c2cccnc2)nc(N2CCCCC2)n1	?	-8.6%	-1.1%	11.2%	-1.2%	19.3%	0.2%	-0.6%	16.2%	-2.6%	i
24	CCCS(=O)(=O)N1CCC(C(=O)NCCc2ccc(C)cc2)CC1	-2.8%	4.4%	0.1%	15.6%	1.0%	11.1%	-0.1%	2.1%	27.6%	1.2%	i
25	CCOC(=O)CCSc1nc(C)c2ccccc2n1	11.5%	10.4%	-0.4%	-6.2%	0.8%	-2.3%	0.0%	-2.3%	-6.3%	-0.2%	?
26	Cc1c[nH]c2cccc(OCC(O)CNC(C)(C)C)c12 (stereo unspecified)	-8.4%	-7.2%	-0.8%	-5.6%	0.8%	-8.2%	0.8%	-1.3%	-2.4%	4.4%	i
27	COc1cc(C(=O)Nc2oc(-c3ccccc3)c(-c3ccccc3)c2C#N)cc(OC)c1OC	?	26.8%	-2.6%	-29.1%	0.4%	20.8%	-0.3%	-2.6%	18.3%	1.3%	1.14e-08M*
28	C#CCOc1ccc2c(C)cc(=O)oc2c1	-5.2%	5.9%	-2.7%	1.8%	3.5%	5.2%	1.0%	-0.2%	?	2.9%	i
29	Cc1sc2nc(-c3cccs3)nc(N3CCCN(C)CC3)c2c1C	?	10.1%	-2.3%	8.1%	-3.1%	69.8%	0.4%	-3.8%	-20.5%	1.9%	3.27e-08M*
30	CCOC(=O)c1cc2oc(C(c3nnnn3C3CCCCC3)N3CCOCC3)cc2[nH]1 (stereo unspecified)	?	6.4%	0.5%	-15.7%	0.6%	4.2%	-1.5%	-1.9%	?	1.7%	i

# (cont.)
no.	Structure	CRE-bla Fsk	USP2a inhib	BRCT PPI green	ERK AVP inh	Casp7 inh	Tau filament bind	BRCT inh red	Caspase-1 inhib	HEK293 cAMP ctrl	FLuc inh	A350 fluor
31	CCn1c(=O)c2cc(S(=O)(=O)NC3CCCCC3)ccc2n(CC)c1=O	21.9%	16.8%	-0.4%	-11.6%	0.2%	3.7%	-1.5%	-0.1%	6.9%	0.8%	i
32	CCC(C)c1ccc(NC(=O)C2CCCN(c3ncccn3)C2)cc1 (stereo unspecified)	10.8%	9.9%	0.0%	-4.8%	-1.1%	58.0%	-0.3%	-4.6%	?	0.9%	i
33	Fc1ccc(Nc2ccnc(-c3ccoc3)n2)cc1	-18.6%	156.1%[activator]	0.7%	31.6µM*	-8.1%	12.6µM*	0.2%	-4.8%	1.1%	0.7%[2.29 µM]	i
34	c1ccc(OCCCc2nc(-c3cccnc3)no2)cc1	7.9%	-16.7%	1.0%	32.0%[activator]	-12.1%	11.5%	-2.9%	0.6%	17.9%	4.1%	i
35	Cc1ccc(NCc2nnc(SCC(=O)Nc3ccccc3)n2CC2CCCO2)c(C)c1 (stereo unspecified)	?	15.7%	-4.0%	-11.2%	-0.7%	-4.2%	0.1%	2.0%	-5.7%	0.5%	i
36	O=C(Nc1ccccc1O)c1ccccc1O	-5.2%	-7.7%	-1.7%	-24.7%	1.1%	-4.0%	-2.3%	-4.4%	24.4%	20µM*	.
37	COc1cc(C(=O)Nc2cccc3ncccc23)cc(OC)c1OC	?	1.0%	1.5%	-24.5%	-4.5%	-1.7%	-2.7%	-2.8%	1.7%	-1.6%	5.72e-07M*
38	CCn1c(SCC(=O)Nc2ccc(NC(C)=O)cc2)nnc1C1CC1	-5.6%	2.7%	-0.8%	-9.1%	-0.9%	7.6%	0.3%	2.9%	-2.4%	-1.5%	i
39	Cc1cc(NC(=O)c2cccc(F)c2)ncc1NC(=O)c1ccco1	-0.5%	6.1%	-1.2%	2.2%	-1.3%	-1.4%	-1.1%	1.0%	1.9%	15.8µM*	i

# Screening data as filed in PubChem BioAssay.

# No enrichment for hits; overall some 16% were active at least once.
